# WRN inhibitor: qHTS for Inhibitors of WRN Helicase | Bifunctional 3'-5' exonuclease/ATP-dependent helicase WRN (Homo sapiens), Q14191 | WRN helicase unwinding, fluorescent forked duplex, kinetic | Potency, µM (titrated, usually from 114 µM), inactives show at the highest dose activity change, negative = inhibition, hits mostly inhibitors | 360,000 tested, 0.46% active | AID 651768, 2012; further: potency means the concentration at half of the fitted maximal effect; on the % scale 0 is the no-effect control and ±100 the full control effect; nearly all actives have a fitted effect of over 55% in size
# Target sequence (Q14191 whole entry, looked up): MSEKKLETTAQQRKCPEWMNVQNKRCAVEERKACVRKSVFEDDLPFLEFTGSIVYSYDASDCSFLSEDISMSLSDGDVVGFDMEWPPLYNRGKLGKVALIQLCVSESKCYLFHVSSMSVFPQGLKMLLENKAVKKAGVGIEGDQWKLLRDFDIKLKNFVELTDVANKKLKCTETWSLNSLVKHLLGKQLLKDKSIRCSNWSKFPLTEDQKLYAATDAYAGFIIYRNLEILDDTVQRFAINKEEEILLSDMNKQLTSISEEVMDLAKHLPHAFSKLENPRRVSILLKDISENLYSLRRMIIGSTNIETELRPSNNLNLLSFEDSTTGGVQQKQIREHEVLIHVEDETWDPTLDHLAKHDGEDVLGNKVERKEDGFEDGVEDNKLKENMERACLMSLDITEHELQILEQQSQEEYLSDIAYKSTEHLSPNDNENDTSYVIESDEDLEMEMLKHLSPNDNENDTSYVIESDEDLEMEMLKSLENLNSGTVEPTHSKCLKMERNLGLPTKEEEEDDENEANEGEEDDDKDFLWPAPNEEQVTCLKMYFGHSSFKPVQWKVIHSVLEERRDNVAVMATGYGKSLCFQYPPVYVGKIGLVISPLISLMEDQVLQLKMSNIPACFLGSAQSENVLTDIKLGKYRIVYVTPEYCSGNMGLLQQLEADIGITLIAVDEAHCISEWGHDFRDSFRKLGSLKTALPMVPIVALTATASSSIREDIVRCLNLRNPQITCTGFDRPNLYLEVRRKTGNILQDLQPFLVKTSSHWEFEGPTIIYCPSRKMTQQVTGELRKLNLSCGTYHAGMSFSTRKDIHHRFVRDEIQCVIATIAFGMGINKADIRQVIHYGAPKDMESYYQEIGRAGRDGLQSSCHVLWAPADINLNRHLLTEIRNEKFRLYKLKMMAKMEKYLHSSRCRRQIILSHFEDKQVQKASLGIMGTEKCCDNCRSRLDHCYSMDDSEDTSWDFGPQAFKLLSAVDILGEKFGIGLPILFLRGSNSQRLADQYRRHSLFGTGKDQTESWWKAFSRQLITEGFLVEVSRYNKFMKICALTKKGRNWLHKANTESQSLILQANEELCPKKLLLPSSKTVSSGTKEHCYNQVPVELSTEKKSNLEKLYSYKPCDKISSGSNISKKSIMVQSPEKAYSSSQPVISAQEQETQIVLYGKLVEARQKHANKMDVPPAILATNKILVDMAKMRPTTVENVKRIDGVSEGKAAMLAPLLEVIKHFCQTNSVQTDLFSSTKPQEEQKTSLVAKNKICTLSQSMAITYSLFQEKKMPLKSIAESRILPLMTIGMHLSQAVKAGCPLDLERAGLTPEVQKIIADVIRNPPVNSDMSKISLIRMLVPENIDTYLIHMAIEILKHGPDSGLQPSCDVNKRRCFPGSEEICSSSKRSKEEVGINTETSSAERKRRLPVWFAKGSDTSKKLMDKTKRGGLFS
#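 Primary qHTS, 1536-well format. 20 nM WRN + compound, 15 min RT; start with 100 nM forked fluorophore/quencher duplex, 2 mM ATP (final); kinetic read ex 525/em 598 nm.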
# ATXN2 expr inh: Primary qHTS for Inhibitors of ATXN expression | HEK-293 ATXN2-luciferase reporter, luminescence, 24 h | 360,000 tested, 0.72% active | AID 1745845, 2022 | Potency, µM (top dose mostly 57 µM), inactives show top-dose activity change, negative = inhibition, most hits filed as inhibitors; further: potency means the concentration at half of the fitted maximal effect; on the % scale 0 is the no-effect control and ±100 the full control effect; nearly all actives have a fitted effect of over 55% in size
#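 qHTS (up to 57 uM final) was run with 24 h compound exposure of reporter cells at 37 °C. Each well was multiplexed: SteadyGlo luminescence measured ATXN2-luciferase expression after a fluorogenic Gly-Phe-AFC viability readout (25 uM final).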
# KB-V1 cytotox: qHTS assay for MDR1-selective chemotherapeutics: Primary screen using the drug-selected MDR subline cells KB-V1 | Potency, µM (doses to about 46.1 µM), without a hit: at the top dose activity change, negative = cytotoxicity, most hits filed as cytotoxic | KB-V1 MDR cells viability, CellTiter-Glo, 72 h | AID 1347076, 2019 | 400,000 tested, 3.4% active; further: potency means the concentration at half of the fitted maximal effect; on the % scale 0 is the no-effect control and ±100 the full control effect; nearly all actives have a fitted effect of over 60% in size
#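 Drug-selected KB-V1 cells, grown in DMEM lacking phenol red with 10% FBS, receive compound titrations; after three days at 37 degrees C, surviving cell ATP is quantified by CellTiter-Glo luminescence and responses normalized and curve-fitted.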
# HT1080-NT tox: qHTS for induction of synthetic lethality in tumor cells producing 2HG: qHTS for the HT-1080-NT fibrosarcoma cell line; HT-1080-NT fibrosarcoma viability, CellTiter-Glo ATP luminescence, 48 h; Potency, µM (top dose mostly 46.1 µM), for the others: at the highest dose activity, negative = less viability, most hits filed as cytotoxic; 360,000 tested, 1.6% active;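 further: NT is the 2HG producing partner of a matched IDH1 knockdown line; potency means the concentration at half of the fitted maximal effect; 0% = DMSO-treated cells and -100% = media-only wells without cells; nearly all actives have a fitted effect of over 55% in size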
#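 HT-1080-NT fibrosarcoma cells (2HG-overproducing), 750 cells/well in RPMI with 5% FBS, dosed after 2 h and incubated 48 h at 37C. CellTiter-Glo luminescence normalized to DMSO and no-cell wells; concentration-response curves fitted and classed.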
# SW480 rereplic: A quantitative high throughput screen for small molecules that induce DNA re-replication in SW480 colon adenocarcinoma cells | Potency, µM (titrated, usually from 46.1 µM), without a hit: at the highest dose re-replication activation, actives largely listed as activators | 340,000 tested, 1.8% active | SW480 DNA re-replication, Hoechst DNA content imaging, 48 h | AID 624297, 2012; further: potency means the concentration at half of the fitted maximal effect; % of control where 0% means no effect; nearly all actives have a fitted effect of over 55% in size
#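 SW480 cells exposed to compounds for 48 hr at 37 C, 5% CO2, then Hoechst-stained 40 min. Nuclear DNA content imaged by fluorescence scanning (405 nm excitation, 500-530 nm emission); re-replication scored as increased high-intensity nuclei.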
# KB-3-1 cytotox: qHTS assay for MDR1-selective chemotherapeutics: Primary screen using the parental adenocarcinoma cell KB-3-1; AID 1347075, 2019; Potency, µM (highest dose often 46.1 µM), without a hit: at the highest dose activity change, negative = cytotoxic, most hits filed as cytotoxic; KB-3-1 viability, CellTiter-Glo ATP luminescence, 72 h; 400,000 tested, 1.4% active; further: potency means the concentration at half of the fitted maximal effect; on the % scale 0 is the no-effect control and ±100 the full control effect; nearly all actives have a fitted effect of over 60% in size
#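 Viability of parental KB-3-1 cells, measured by CellTiter-Glo luminescence, followed a 72 h incubation at 37 °C with pinned compounds in phenol-red-free DMEM containing 10% FBS.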
# MCF10A rerep: A quantitative high throughput screen for small molecules that induce DNA re-replication in MCF 10a normal breast cells; Potency, µM (top dose mostly 46.1 µM), for inactives: top-dose activity, positive = re-replication, hits mostly activators; AID 624296, 2012; MCF 10A DNA re-replication, Hoechst nuclear intensity, 48 h; 350,000 tested, 2.9% active; further: potency means the concentration at half of the fitted maximal effect; % of control where 0% means no effect; nearly all actives have a fitted effect of over 50% in size
# IL1B secr inh: qHTS for Inhibitors of Inflammasome Signaling: IL-1-beta AlphaLISA Primary Screen | 360,000 tested, 4.7% active | activity change, % at 57.5 µM | AID 743279, 2014 | THP-1 LPS/ATP IL-1B secretion, AlphaLISA, 16 h; stronger effect = lower value; in the data active means activity change below about -50%; inconclusive means mostly about -30% to -49%; further: on the % scale 0 is the no-effect control and ±100 the full control effect
#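 Secreted IL-1B measured by AlphaLISA bead assay after 16 h compound exposure of THP-1 cells; compounds (final up to 57.5 uM) added 1 h before LPS (250 ng/mL) and ATP (1.25 mM) stimulation; lower signal means less secretion.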
# HT1080 IDH1KD tx: qHTS for induction of synthetic lethality in tumor cells producing 2HG: qHTS for the HT-1080-IDH1KD cell line. Potency, µM (doses to about 46.1 µM), inactives show at the top dose activity, negative = toxicity, actives largely listed as cytotoxic. HT-1080 IDH1 knockdown viability, ATP luminescence, 48 h. 360,000 tested, 2% active;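 further: potency means the concentration at half of the fitted maximal effect; 0% = DMSO wells and -100% = cell-free medium wells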
#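 Using the IDH1-knockdown HT-1080 line run in the same batch and compound series as the NT line, viability after 48 h at 37 °C was determined by CellTiter-Glo luminescence and expressed as % activity.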
# Numbers without * were called inactive; i = inactive; ? = inconclusive; / = no result given; & = joins results of further samples; [ ] = dose if it differs, or a comment. Unless noted, the call rests on the fitted dose curve; in most records, active means well fitted curve in the direction sought with a large enough effect; inconclusive means small, poorly fitted or top-dose-only effect, or another doubt; inactive means no such curve, though single readings can be large; an effect the other way counts as inactive or inconclusive.
molecule | WRN inhibitor | ATXN2 expr inh | KB-V1 cytotox | HT1080-NT tox | SW480 rereplic | KB-3-1 cytotox | MCF10A rerep | IL1B secr inh | HT1080 IDH1KD tx
Cc1[nH]nc2ncc(C(=O)c3cc(Cl)cc(Cl)c3O)cc12 | -22% | 4% | 2% | -4% | -3%[9.22 µM] | -10% | 24% | 31 | 1%
COc1ccc(NC(=O)N(C2CCCCC2)C2CCN(C(C)C)CC2)c(OC)c1 | -25% | -18% | 15µM* | -11% | -5% | 17% | 4% | -28 | -2%
O=C(CSc1nnnn1-c1ccccc1)CSc1nnnn1-c1ccccc1 | -14% | -17% | 0% | 0% | 7% | -5% | 17% | -14 | 0%
COCCn1c(SCc2ccc(C)cc2)nc2c1c(=O)[nH]c(=O)n2C | 13% | -24% | -8% | 1% | -10% | 2% | 15% | 5 | 0%
COCc1cc(CN2CCN(C)CC2)c(O)c2ncccc12 | 8% | ? | 3.7µM* | ? | ? | ? | ? | 20 | ?
O=C(CSc1nc(NS(=O)(=O)c2ccccc2)cc(=O)[nH]1)Nc1ccccc1C(F)(F)F | -10%[57.1 µM] | 6% | 18% | 22% | -1% | 0% | ? | 6 | 23%
COc1ccc(CC(N)c2csc(NC(=O)Cc3ccccc3)n2)cc1 (configuration not stated) | 2% | 0% | 2% | 23µM* | / | 0% | / | ? | ?
COC(=O)c1ccc(Cn2nnc3c(=O)[nH]c(C4CCN(S(=O)(=O)c5cc(C)ccc5C)CC4)nc32)cc1 | -8% | -4% | -5% | 3% | 3% | -21% | 5% | 18 | 19%
O=C(CSc1nnc(-c2ccncc2)n1CC1CCCO1)Nc1ccccc1Cl (configuration not stated) | -2% | -11% | -26% | 1% | 2% | 8% | 1% | -1 | 6%
CCOc1ccc(NC(=O)CC(Cc2cc(C)cc(C)c2)C(=O)O)cc1 (configuration not stated) | 9% | 7% | 0% | 3% | -1% | 28% | -12% | 25 | 2%
COc1ccc(OCC(=O)N2CCN(C(=O)c3ccc(F)cc3)CC2)cc1 | 4% | -7% | 10% | 1% | 8% | 15% | 8% | 7 | 12%
Cc1ccc(S(=O)(=O)CC(=O)N2CCN(c3ccccc3F)CC2)cc1 | -9% | -3% | -20% | -1% | ? | -17% | 20% | i | 1%
COc1cccc(-n2nc(-c3ccnn3-c3cccc(Cl)c3)c(=O)n(C)c2=O)c1 | 1% | / | ? | -4% | 2% | 5% | 3% | ? | 0%
CC1CC(=O)Nc2ccccc2N1S(=O)(=O)c1ccccc1 (configuration not stated) | 3% | 0% | 16% | 0% | -6% | 2% | 1% | 7 | 9%
CN(CC(=O)Nc1ccccc1Br)C(=O)c1cc2c(s1)CCCCC2 | -8% | 69%[activator] | -6% | 1% | -13% | 5% | ? | -2 | 3%
O=C(CCSc1ccccc1)N1CCN(c2ccccc2)CC1 | -10% | 11% | -5% | -1% | 0% | 0% | ? | 4 | -1%
Cc1cc([N+](=O)[O-])ccc1NCc1ccc2c(c1)OCCO2 | -22% | 26% | ? | -27% | -57%[inhibitor] | -10% | ? | -51* | -18%
O=C(c1cccc(F)c1)N1CCN(S(=O)(=O)c2ccccc2)CC1 | 3% | 2% | 13% | -1% | -4%[9.22 µM] | 8% | -3% | 13 | -1%
O=C(O)c1cccc(Oc2ccc(C(=O)O)c([N+](=O)[O-])c2)c1 | -1% | 4% | 2% | -1% | -1% | 3% | 0% | -2 | -2%
Cc1nc2sc3c(c2c(=O)n1NC(=O)CCl)CCCC3 | -6% | 3% | ? | -5% | 24% | 0% | 9% | -81* | -26%
CCOC(=O)c1c(NC(=O)CNCC(O)CO)sc(C)c1C (configuration not stated) | -3% | 4% | 4% | -10% | -2%[9.22 µM] | 19% | -12% | -2 | 0%
COc1ccc(C(O)c2nc(-c3ccccc3)cs2)cc1 (configuration not stated) | -8% | 4% | 5% | -13% | / | 0% | / | 7 | -26%
CCCN(C(=O)COc1ccc(C(C)=O)cc1OC)C1CCS(=O)(=O)C1 (configuration not stated) | 9% | 12% | 12% | 1% | -12% | -4% | -1% | 14 | 0%
Cc1nnc(SCCn2c(N3CCN(C)CC3)nc3c2c(=O)n(C)c(=O)n3C)s1 | -7% | -10% | 0% | -7% | 20% | 0% | -184%[0.0737 µM] | -16 | 3%
COc1ccc(C(=O)NC(=S)Nc2ccc(S(=O)(=O)Nc3cc(OC)ncn3)cc2)cc1 | -20% | 2% | 1% | 1% | -22% | -10% | 0% | 13 | 15%
CC1CCCCC1NC(=O)CN1C(=O)NC(C)(c2cc(F)ccc2F)C1=O (configuration not stated) | 8% | / | 4% | -2% | 0% | 1% | 11% | -13 | -1%
CCOC(=O)c1ccc(NC(=S)NCc2ccc(F)cc2)cc1 | -3% | / | -28% | -4% | -5% | 2% | 10% | 15 | 1%
CCNC(=S)N1CCN(S(=O)(=O)c2ccccc2C(F)(F)F)CC1 | 7% | -8% | -14% | 0% | -2% | 0% | 5% | 32 | 4%
c1ccc(CCC2=NCCn3cccc32)cc1 | -7%&-10% | -13%&-4% | -1%&-1% | -1%&2% | ? | 7%&-13% | 13%&-2% | -21&-10 | -2%&0%
O=C(O)COc1ccc(/C=C/c2ccc3cccc([N+](=O)[O-])c3n2)cc1 | -27%[57.1 µM] | -21% | ? | 17% | -4% | 16% | ? | -6 | 14%
COc1ccc(O)c(/C=N/Nc2nc(Nc3ccccc3)nc(-n3nc(C)cc3C)n2)c1 | -20% | ? | ? | ? | ? | 15µM* | ? | -23 | 16µM*
O=C(Nc1cc(S(=O)(=O)N2CCCC2)ccc1Cl)C1=COCCO1 | 1% | 0% | -7% | 1% | -14% | 10% | 200%[0.0737 µM] | 10 | 2%
CC(=O)n1cc([C@@H]2C=C(C(=O)Nc3ccccc3)O[C@H](OCc3ccc(CO)cc3)C2)c2ccccc21 | -7% | ? | 1% | -15% | -17% | ? | ? | 22 | -16%
CCOC(=O)C1CCN(c2ccc(Cl)nn2)CC1 | 7% | 9% | 0% | ? | -1% | 7% | -3% | 18 | 27%
CCC(CC)NC(=O)CN1CCN(S(=O)(=O)c2cccs2)CC1 | 6% | -9% | 18% | 4% | -6% | 2% | -4% | 14 | 5%
COc1ccccc1NS(=O)(=O)c1cc(NC(=O)C2CCCO2)ccc1C (configuration not stated) | -32% | -1% | -10% | -2% | 2% | -3% | 13% | 20 | -11%
Cc1sc2nc(CSCC(=O)Nc3ccc(C(=O)N(C)C)cc3)[nH]c(=O)c2c1C | -1% | -1% | 0% | 11% | 19% | 10% | 3% | -3 | 5%
CCc1noc(C)c1C(=O)Nc1nc2c(C)cc(C)cc2s1 | -16% | 9% | ? | -2% | 3% | 0% | ? | ? | -2%
COC(=O)c1cc(NC(=O)c2ccccc2)c(=O)oc1C/C=N\OCc1ccc(Cl)cc1Cl | ? | 2% | 0% | -1% | 5% | -4% | ? | -18 | -4%
CC(=O)NC(=S)NNC(=O)CCc1ccccc1 | 6% | -26% | 8% | 0% | -15% | -1% | -14% | -7 | -5%
CCCOc1ccc(F)cc1-c1cc(C(=O)NC2CCCCC2)[nH]n1 | -5% | -6% | -2% | -20% | / | 0% | / | -5 | -1%
Cc1ccc(SCCNC(=O)c2cccc([N+](=O)[O-])c2C)cc1 | -20% | -18% | -14% | -11% | ? | 0% | ? | -16 | -11%
CC(C)=NNc1cc([N+](=O)[O-])cc2c1C(=O)N(C)S2=O (configuration not stated) | 6% | / | 3% | 2% | 3% | -2% | 2% | 3 | 1%
O=C(Cn1c(COc2ccccc2)nc2ccccc21)Nc1cccc(Cl)c1 | -11% | -9% | -19% | ? | -6% | 5% | ? | 42 | ?
CCOc1ccc(C2NC(=O)C(C#N)=C(S)N2c2cccc(C)c2)cc1OC (configuration not stated) | -4% | / | -10% | -1% | -1% | 0% | -5% | 5 | -2%
Cc1ccc(C(=O)NCC(c2ccco2)N2CCc3ccccc32)cc1 (configuration not stated) | -11% | -13% | ? | -7% | -9% | -13% | 13% | ? | -4%

# Some of the entries so far, with values under each structure:
# Values run as follows: WRN inhibitor, ATXN2 expr inh, KB-V1 cytotox, HT1080-NT tox, SW480 rereplic, KB-3-1 cytotox, MCF10A rerep, IL1B secr inh, HT1080 IDH1KD tx
COc1ccc(O)c(/C=N/Nc2nc(Nc3ccccc3)nc(-n3nc(C)cc3C)n2)c1
→ -20%, ?, ?, ?, ?, 15µM*, ?, -23, 16µM*
Cc1ccc(SCCNC(=O)c2cccc([N+](=O)[O-])c2C)cc1
→ -20%, -18%, -14%, -11%, ?, 0%, ?, -16, -11%
COc1ccccc1NS(=O)(=O)c1cc(NC(=O)C2CCCO2)ccc1C (configuration not stated)
→ -32%, -1%, -10%, -2%, 2%, -3%, 13%, 20, -11%
CCOC(=O)c1ccc(NC(=S)NCc2ccc(F)cc2)cc1
→ -3%, /, -28%, -4%, -5%, 2%, 10%, 15, 1%
CC(=O)n1cc([C@@H]2C=C(C(=O)Nc3ccccc3)O[C@H](OCc3ccc(CO)cc3)C2)c2ccccc21
→ -7%, ?, 1%, -15%, -17%, ?, ?, 22, -16%

# Assay outcomes from PubChem BioAssay.
